# High-throughput results (PubChem BioAssay)
# TAAR1 antag – human TAAR1 antagonists, primary screen, Fluo-8 calcium fluorescence, CHO RD-HGA16 cells; Trace amine-associated receptor 1 (Homo sapiens), Q96RJ0; antagonist; inhibition, % at 3 µM; 1.5% of 360,000 active; AID 624466, 2012;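 active means inhibition above a per-plate cutoff, the mean inhibition of test compounds on that plate plus 3 SD, cut at about 49% in these data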;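 further: 0% = DMSO plus EC80 beta-PEA response and 100% = DMSO alone without agonist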
# Target sequence (Q96RJ0 whole entry, looked up): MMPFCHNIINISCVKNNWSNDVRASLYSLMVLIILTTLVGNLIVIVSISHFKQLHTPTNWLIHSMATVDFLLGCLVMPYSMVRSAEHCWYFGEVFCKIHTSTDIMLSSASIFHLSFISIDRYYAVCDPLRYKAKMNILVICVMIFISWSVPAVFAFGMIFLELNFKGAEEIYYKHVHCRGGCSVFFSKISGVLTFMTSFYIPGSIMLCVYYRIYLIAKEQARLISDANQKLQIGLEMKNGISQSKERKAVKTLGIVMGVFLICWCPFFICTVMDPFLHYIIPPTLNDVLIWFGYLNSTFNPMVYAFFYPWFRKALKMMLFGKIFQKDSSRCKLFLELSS
#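 Test system: CHO RD-HGA16 cells bearing hTAAR1 | Reagent: β-PEA, EC80 | Compound dosing: 3 µM, single point | Schedule: Dye loading 75 min at 37 °C, then 30 min room temperature | Signal: Calcium fluorescence with Fluo-8 | Evaluation: Percent inhibition of PEA-evoked calcium signal, max/basal emission ratio | Control set: DMSO-only wells and EC80 β-PEA-stimulated wells | Repeats: Singlicate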
# M1 ag parental – counter-screen for M1 agonists: effect in parental CHO-K1 cells. Fluo-8 calcium fluorescence; scaled to maximal ATP response, vehicle zero. activation, % at 3 µM. 0.48% of 360,000 active; in the data active means activation above about 15%;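 further: untransfected CHO-K1 host cells lacking M1 receptor as counterscreen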
# GPR7 antagonist – GPR7 receptor antagonists, primary screen, cell-based, fluorescence, single concentration | inhibition, % at 4.4 µM | GPR7-expressing cells, fluorescence antagonist assay | Neuropeptides B/W receptor type 1 (Homo sapiens), P48145 | AID 1861, 2009 | 1.1% of 290,000 active; in the data active means inhibition above about 16%, passing the limit was not always enough;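 further: cells stimulated with the agonist NPW; 0% = agonist with vehicle and 100% = vehicle without agonist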
# Target sequence (P48145 whole entry, looked up): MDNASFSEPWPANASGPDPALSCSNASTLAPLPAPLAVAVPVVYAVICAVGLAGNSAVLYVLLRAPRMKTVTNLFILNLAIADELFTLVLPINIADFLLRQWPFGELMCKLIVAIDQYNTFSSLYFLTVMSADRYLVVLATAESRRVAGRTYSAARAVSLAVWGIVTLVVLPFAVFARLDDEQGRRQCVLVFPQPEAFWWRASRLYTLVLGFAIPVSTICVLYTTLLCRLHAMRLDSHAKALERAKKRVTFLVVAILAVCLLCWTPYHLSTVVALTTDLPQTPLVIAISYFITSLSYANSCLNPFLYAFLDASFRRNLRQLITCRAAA
# CHO parental Ca – ATP-evoked calcium signal inhibitors, parental CHO, primary screen, counter-screen for OX1R antagonist project, cell-based, fluorescence, Fluo-8 calcium dye. parental CHO-K1, ATP-induced calcium, Fluo-8 fluorescence. inhibition, % at 5.6 µM. 0.63% of 330,000 active. AID 463079, 2010;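 active means inhibition above that plate's mean sample inhibition plus 3 SD, cut at about 26% in these data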;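 further: 0% = ATP-challenged DMSO wells and 100% = DMSO wells without ATP; some compounds past the cut are filed as inactive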
#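 Material – parental CHO cells · Reagent – ATP stimulus · Compound – single nominal dose of 5.6 µM per compound · Detection – Fluo-8 fluorescence · Read-out basis – percent inhibition of calcium signal · Controls – ATP-challenged DMSO wells low, unchallenged DMSO wells high · Repeats – no replicates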
# V1R ag counter – agonists of human V1a receptor, primary screen, counter-screen for OXTR agonist project, fluorescence, CHO-V1R cells; 0.25% of 320,000 active; activation, % at 3 µM; Fluo-8 calcium fluorescence, agonist mode; 0% DMSO, 100% 3 nM vasopressin; Vasopressin V1a receptor (Homo sapiens), P37288;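 active means activation above the mean activation of all tested compounds plus 3 SD, per screening run, cut at about 20% in these data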;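 further: signal is peak over basal fluorescence ratio across a 100 second FLIPR read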
# OXTR agonist – human OXTR agonists, primary screen, fluorescence, CHO-OTR cells, Fluo-8 calcium; activation, % at 3 µM; 0.32% of 320,000 active; Fluo-8 calcium fluorescence; normalized: DMSO 0%, oxytocin 100%; Oxytocin receptor (Homo sapiens), P30559;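 active means activation above the mean of all tested compounds plus 3 SD, cutoff set per screening run, cut at about 20% in these data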;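 further: peak over basal fluorescence ratio from a 100 s FLIPR kinetic read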
# Target sequence (P30559 whole entry, looked up): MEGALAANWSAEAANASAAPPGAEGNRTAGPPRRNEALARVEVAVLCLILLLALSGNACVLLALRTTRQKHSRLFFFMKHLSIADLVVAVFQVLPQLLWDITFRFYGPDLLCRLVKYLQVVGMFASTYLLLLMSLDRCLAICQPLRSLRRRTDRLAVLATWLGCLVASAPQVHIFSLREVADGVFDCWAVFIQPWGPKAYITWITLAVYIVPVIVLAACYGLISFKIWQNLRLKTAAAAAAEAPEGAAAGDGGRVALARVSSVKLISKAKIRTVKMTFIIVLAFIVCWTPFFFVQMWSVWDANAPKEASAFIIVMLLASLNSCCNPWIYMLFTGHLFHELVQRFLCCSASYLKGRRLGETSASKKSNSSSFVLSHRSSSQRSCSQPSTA
# M1 PAM parental – nonselective calcium activators in parental CHO-K1 cells, primary screen, counter-screen for M1 PAM project, cell-based, Fluo-8 calcium fluorescence, full deck, 1536-well | ATP EC20; 0% at ATP EC20, 100% at ATP max | activation, % at 3 µM | 0.02% of 360,000 active;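 active means activation above the run cutoff, the mean activation of all test compounds plus 3 SD, cut at about 40% in these data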;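 further: peak over basal fluorescence ratio in a 140 s read after ATP addition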
# OXTR potentiator – human OXTR potentiators, primary screen, fluorescence, CHO-OTR cells, Fluo-8 calcium; Oxytocin receptor (Homo sapiens), P30559; Fluo-8 calcium fluorescence, potentiator mode; 0% = oxytocin EC15, 100% = EC100; activation, % at 3 µM; 0.061% of 320,000 active; AID 2445, 2010;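 active means activation above that plate's cutoff, the mean activation of tested compounds plus 3 SD, cut at about 6.6% in these data, passing the limit was not always enough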;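 further: 100% uses oxytocin at 75 nM as the full agonist control; some results filed as inactive read as strong as hits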
#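 Assay system: CHO-OTR cells, human receptor / Also added: oxytocin at about EC15, sub-maximal agonist stimulus / Dosing: single dose, 3.0 µM nominal final compound concentration / Incubation: 6 min pre-incubation, 100 s read / Technique: Fluo-8 calcium dye fluorescence / Read-out: % activation vs EC15 and EC100 oxytocin / Benchmarks: EC15 oxytocin low, 75 nM oxytocin high / Replicates: singlicate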
# CHO-K1 Ca antag – nonselective inhibitor or artifact in parental CHO-K1 cells | ATP-induced calcium, Fluo-8 fluorescence | inhibition, % at 3 µM | 0.6% of 360,000 active | AID 602250;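 active means inhibition above a per-plate cutoff, the plate's mean sample inhibition plus 3 SD, cut at about 24% in these data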;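 further: 0% = DMSO plus EC80 ATP and 100% = DMSO alone without ATP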
# Numbers without * were called inactive; . = not tested or not shown.
SMILES,TAAR1 antag,M1 ag parental,GPR7 antagonist,CHO parental Ca,V1R ag counter,OXTR agonist,M1 PAM parental,OXTR potentiator,CHO-K1 Ca antag
Cc1noc(C)c1C(=O)OC(C)C(=O)c1ccc(C(C)(C)C)cc1 (stereo unspecified),4,0.3,.,.,.,.,11,.,-16
CSCCC(NC(N)=O)C(=O)NCC1CCCCC1 (stereo unspecified),0,1.3,-5,-4,-0.1,-0.1,22,-9,-18
O=C(Nc1ccc([N+](=O)[O-])cc1)/C(=C/c1cccc([N+](=O)[O-])c1)NC(=O)C1CCCCC1,1,4.7,-9,-5,6.6,6.9,14,-10,-10
Cc1ccc(S(=O)(=O)N(CC(=O)N/N=C/c2ccco2)c2cc(Cl)cc(Cl)c2)cc1,16,-0.2,-11,-19,1.1,-1.4,14,-16,-12
Cc1ccc(S(=O)(=O)N2C[C@]3(O)C[C@@H]4C(=O)N(c5ccccc5)C(=O)[C@@H]4C[C@]3(OC(=O)NCc3ccccc3)C2)cc1,26,1.4,.,.,.,.,-5,.,7
Cn1c(SCC(=O)NCc2ccc(F)cc2)nc2c([nH]c3ccccc32)c1=O,-22,.,-10,7,-0.9,-0.7,.,-2,.
CCOC(=O)CCNC(=O)CCc1nnc(CCCc2ccccc2)o1,-10,1.5,-4,-9,0.6,-0.8,9,-15,-13
Cc1noc(C)c1CCC(=O)NC1CCCN(Cc2ccc(Cl)cc2)C1 (stereo unspecified),-13,-0.8,-20,-16,-0.5,-0.6,-30,4,15
COc1ccc(-n2nnnc2SCC(=O)Nc2ccc3c(c2)OCCO3)cc1OC,0,-0.2,-8,-12,0.2,-0.8,-4,-8,-16
CCOc1ccc(CCNC(=O)C2CCCN(c3nnc(-n4cccc4)s3)C2)cc1OCC (stereo unspecified),2,0.3,-12,-30,-0.6,-2.6,1,-13,-4
O=S(=O)(c1ccccc1)N1CCN(Cc2cccc(Br)c2)CC1,20,6.5,.,-12,3.8,-3.1,3,-10,-3
Cc1cccc(N(C(=O)Cn2nnc3ccccc32)C(C(=O)NC(C)(C)C)c2ccsc2)c1 (stereo unspecified),-17,-0.1,-8,-24,0.6,-1.4,3,-2,-17
CCCCNC(=O)COC(=O)c1ccc(Cl)c(S(=O)(=O)N2CCCC2)c1,-5,0.3,7,-11,1.4,0.3,-7,-8,-3
Cc1ccc(/C=N/Nc2ccc3ccccc3n2)o1,3,0.5,12,-14,-0.2,-2.6,2,-6,-13
CCN(Cc1ccccc1)S(=O)(=O)c1ccc(S(=O)(=O)N(Cc2ccccn2)Cc2ccco2)cc1,12,0.3,5,-9,-0.2,-0.5,30,-6,-11
C/C(=N\NC(=O)c1c(Cl)cnn1C)c1cccc(NC(=O)c2ccc(C)cc2)c1,-14,0.2,2,-9,-0.7,-0.9,-1,-8,-4
Cc1ccc(S(=O)(=O)N(C)CC(=O)Oc2ccc(-c3nnco3)cc2)cc1,-17,1.1,.,1,1.2,0.6,5,-2,-1
Cc1cccc(Nc2nc(-c3cccs3)cs2)n1,-3,-0.4,-13,-46,-0.6,-2.0,-7,-12,20
CN(C)c1ccc(-c2nn3c(-c4ccc(Cl)cc4)nnc3s2)cc1,19,0.5,2,.,.,.,7,.,-2
O=C(NCc1cccs1)c1csc([C@@H]2C[C@H](O)[C@@H](CO)O2)n1,-8,5.7,.,.,.,.,17,.,-2
Nc1nc(Cl)nc2c1ncn2[C@@H]1O[C@H](CO)[C@@H](O)[C@H]1O,-5,0.4,-31,-1,0.9,-0.3,21,-9,-18
CCOc1ccc(NS(=O)(=O)c2ccc3ncsc3c2)cc1,6,2.0,-7,-19,1.1,0.8,2,0,-2
Cc1cc(C)c2c(=O)n(CC(=O)Nc3ccc(Cl)cc3)sc2n1,80*,5.1,-8,56*,30*,32*,-14,-11,4
CNC(=S)NNC(=O)Cc1ccc(O)cc1,-17,0.2,-3,-3,1.4,0.9,4,-10,-8
O=C(NNC(=O)c1ccc(=O)[nH]c1)c1ccc(NS(=O)(=O)c2cccs2)cc1,9,-0.2,.,7,0.6,-0.6,2,-4,-10
O=C1c2cc([N+](=O)[O-])ccc2-c2ncccc21,-11,4.1,-10,3,-0.9,-0.3,12,-8,-10
Nc1c(Cl)ncnc1N/N=C/c1ccccn1,8,.,-4,-6,1.1,2.2,.,-2,.
CCS(=O)(=O)NCCc1csc(-c2ccc(OC)c(OC)c2)n1,0,0.8,-12,14,0.1,-0.1,-2,-5,-6
COc1ccc(NC(=O)COc2cccc3c2OC(C)(C)C3)cc1OC,15,12,.,-11,8.7,9.9,-23,-13,17
Cc1cccc(COC(=O)CCCNC(=O)c2ccc(Cl)cc2)c1,8,1.3,.,-19,0.4,-1.3,11,0,-17
CCOc1ccc(S(=O)(=O)NCCC(=O)NC2CCC(C)CC2)cc1 (stereo unspecified),-9,-0.1,.,-19,-0.2,-1.4,-9,5,-2
CC(=O)N(CN1C(=O)CCC1=O)c1cccc(Cl)c1,-5,0.3,-4,1,0.0,0.2,3,-2,-8
CCCCN(CC)C(=O)CSc1nc2c(sc(=S)n2-c2ccc(OCC)cc2)c(=O)[nH]1,3,0.1,6,.,.,.,3,.,-9
O=C(Nc1ccn(Cc2c(F)c(F)c(F)c(F)c2F)n1)c1ccc(COc2ccccc2Cl)cc1,39,0.7,-5,1,3.1,2.7,19,-1,-10
CCOc1ccc(-c2nc(CSCC(=O)NCC3CCCO3)c(C)o2)cc1 (stereo unspecified),-36,1.2,-11,-24,2.8,2.6,12,-6,-11
Cc1ccc(SCCC(=O)NC(C)C)cc1,12,0.0,-8,8,-0.7,-0.5,2,8,-4
COc1ccc(C2C(C(=O)Nc3cccc(OC)c3)c3ccccc3C(=O)N2C)cc1 (stereo unspecified),-16,2.7,-10,-11,3.4,3.8,5,-15,-7
Cc1ccc(Cl)c(NC(=O)CCl)c1Cl,-4,0.6,-3,-12,-0.7,-0.4,14,-6,-16
Cc1ccc2c(c1)NC(C(C)(C)C)CO2 (stereo unspecified),1,0.2,-15,4,1.2,-0.3,-11,-2,3
Cc1ccccc1-c1nnc(SCC(=O)N(CC(C)C)c2c(N)n(CC(C)C)c(=O)[nH]c2=O)n1C,-33,0.4,-12,-4,-0.1,-0.4,11,-2,-11

# A draw from above in order of molar mass, falling:
SMILES,TAAR1 antag,M1 ag parental,GPR7 antagonist,CHO parental Ca,V1R ag counter,OXTR agonist,M1 PAM parental,OXTR potentiator,CHO-K1 Ca antag
CCOc1ccc(S(=O)(=O)NCCC(=O)NC2CCC(C)CC2)cc1 (stereo unspecified),-9,-0.1,.,-19,-0.2,-1.4,-9,5,-2
CCS(=O)(=O)NCCc1csc(-c2ccc(OC)c(OC)c2)n1,0,0.8,-12,14,0.1,-0.1,-2,-5,-6
Cc1cc(C)c2c(=O)n(CC(=O)Nc3ccc(Cl)cc3)sc2n1,80*,5.1,-8,56*,30*,32*,-14,-11,4
CCOc1ccc(NS(=O)(=O)c2ccc3ncsc3c2)cc1,6,2.0,-7,-19,1.1,0.8,2,0,-2
Cc1ccc(Cl)c(NC(=O)CCl)c1Cl,-4,0.6,-3,-12,-0.7,-0.4,14,-6,-16

# Next records.
SMILES,TAAR1 antag,M1 ag parental,GPR7 antagonist,CHO parental Ca,V1R ag counter,OXTR agonist,M1 PAM parental,OXTR potentiator,CHO-K1 Ca antag
COc1cccc(CC(=O)Nc2nc(-c3ccc(OC)c(OC)c3)cs2)c1,46,3.2,-4,51*,3.1,0.7,-12,-11,9
COc1ccc(NC(=O)CSCC(=O)N(C)CCOc2ccc(Cl)cc2)cc1,-6,4.3,.,-13,2.0,-1.2,-5,-9,0
Cc1c(-n2c(SCC(N)=O)nc3ccccc3c2=O)c(=O)n(-c2ccccc2)n1C,1,-0.5,-10,-6,1.8,0.2,9,-3,-6
Cc1ccc(NC(=O)Cn2nnc3ccccc32)cc1,4,0.3,-5,-7,1.6,0.8,9,-5,4
CCCn1c(=N)n(CC(=O)c2ccco2)c2ccccc21,-2,-0.3,0,-10,0.3,-0.3,12,3,-8
O=Nc1c(-c2c(O)[nH]c3cc(Br)ccc23)[nH]c2ccccc12,50*,-0.4,0,-20,-2.1,-2.4,-12,-13,8
Cc1ccc2c(c1)C(c1ccccc1)N(C(=O)c1ccc3c(c1)OCO3)CC(=O)N2 (stereo unspecified),4,1.9,7,-20,-1.2,0.6,8,1,-4
C/C(=N\NC(=O)c1ccccc1F)c1ccc2c(c1)Nc1ccccc1S2,28,4.7,-7,-6,3.7,1.9,18,-12,-6
Cc1cc(C(=O)Nc2ccc3c(c2)OCCO3)c2ccccc2n1,-17,1.1,-8,-4,0.7,1.9,19,1,-12
CNC(=O)CSc1nc2cc(S(=O)(=O)Nc3ccccc3OC)ccc2o1,-2,2.3,-4,-2,4.5,3.3,-19,-6,4
C(=N\n1cncn1)/c1ccc(N2CCOCC2)cc1,-7,0.6,-8,-6,0.9,0.6,-5,-8,9
COc1ccc(/C=N/NC(=O)c2ccc(COc3ccccc3Cl)o2)c(OC)c1C,-4,0.2,-8,-10,1.0,0.5,17,-8,-2
CSc1ccccc1-n1nnnc1SCC(=O)NCc1cccs1,-2,1.3,-12,-7,-0.4,-0.6,21,-12,-13
C=Cc1ccc(CC2(C)C(=O)Nc3ccc(Cl)cc32)cc1 (stereo unspecified),-29,-0.1,.,.,.,.,-9,.,-5
Cc1cccc(N2CCN(C(=O)Cc3c(C(=O)O)[nH]c4ccc(Cl)cc34)CC2)c1C,-6,0.3,-12,-1,0.3,-0.1,7,-8,-5
O=C1CN(S(=O)(=O)c2cccc(Cl)c2Cl)CCN1,-31,0.8,.,.,.,.,11,.,-12
